# Screening data as filed in PubChem.
# Growth percent in the NCI-60 one-dose screen (48 h, 10 µM unless noted): 100 = growth as untreated, 0 = no growth, -100 = all killed.
# SNB-19 – SNB-19 CNS cancer cells; 81,000 tested, 2.5% active
# COLO 205 – COLO 205 colon cancer; 79,000 tested, 7.3% active; AID 1794742
# SNB-75 – SNB-75 CNS cancer; AID 1794750; 79,000 tested, 5% active
# HT29 – HT29 colon cancer; 81,000 tested, 7.4% active; AID 1794748
# SW-620 – SW-620 colon cancer; 82,000 tested, 5.2% active; AID 1794795
# HCT-15 – HCT-15 colon cancer. 82,000 tested, 5.2% active
# HCC-2998 – HCC-2998 colon cancer; 79,000 tested, 4.7% active; AID 1794799
# HCT-116 – HCT-116 colon cancer; 82,000 tested, 7.3% active; AID 1794798
# KM12 – KM12 colon cancer cells; AID 1794800; 82,000 tested, 5% active
# An asterisk follows results filed as active; · = no result given; & = joins results of further samples. Rule for the calls: active = growth percent below 10; inactive = the rest.
# Results follow in this order: SNB-19, COLO 205, SNB-75, HT29, SW-620, HCT-15, HCC-2998, HCT-116, KM12
1	Cc1nc2scc(-c3ccc(Cl)cc3)n2c(=O)c1CCN1CCOCC1
    95, 100, 85, 105, 105, 105, 106, 105, 107
2	COc1ccc(C(C(=O)O)c2ccc(OC)cc2)cc1
    113, 117, 72, 114, 107, 99, 116, 108, 111
3	NS(=O)(=O)Oc1ccc2c(c1)O/C(=C\c1cccc3ccccc13)C2=O
    104, 110, 71, 86, 105, 97, 104, 84, 99
4	CCN(CC)CC(=O)Nc1cccc(C(=O)OC(C)C)c1
    106, ·, 107, 81, 115, 94, 100, 73, 105
5	COc1cccc(NC(C)=O)c1
    103, 106, 94, 94, 111, 103, 92, 84, 104
6	O=C(Nc1ncc(Cc2cccc(C(F)(F)F)c2)s1)c1ccc(-n2cnnn2)cc1
    60, 121, 83, 62, 53, 39, 49, 42, 29
7	CCCOC(=O)Nc1cc(C)c(NC(=O)CN(CC)CC)c(C)c1
    102, 108, 106, 106, 104, 104, ·, 103, 102
8	CCCCSC1=NCCCS1
    109, 113, 92, 97, 119, ·, 105, 102, 106
9	CC(=O)NNC(=S)/N=C/c1c(C)[nH]n(-c2ccccc2)c1=O
    99, 109, 89, 105, 96, 109, 105, 98, 99
10	Cc1cc(N(CCCNc2ccnc3cc(Cl)ccc23)Cc2ccc3c(c2)OCO3)nc(N2CCOCC2)n1
    32, -54*, 61, 3.2*, 12, 4.7*, 26, 3.5*, 41
11	CSc1nc(-c2cnccn2)cc(-c2cccs2)c1C#N
    77, 105, 77, 102, 92, 80, 104, 90, 86
12	CC(=O)N1N=C(c2ccc(Oc3nnnn3-c3ccccc3)cc2)OC1c1ccc(Cl)cc1 (centres undefined)
    92, 116, 77, 97, 113, 86, 100, 85, 97
13	C#CCNC(=O)[C@@]1(C)CC[C@]2(C)CC[C@]3(C)C(=CC[C@@H]4[C@@]5(C)Cc6c([nH]c7ccccc67)C(C)(C)[C@@H]5CC[C@]43C)[C@H]2C1
    93, 103, 108, 92, 98, 84, 96, 77, 94
14	COc1ccc(C(=O)/C=C/c2c(C)nn(-c3ccccc3)c2/N=C/N(C)C)cc1
    84, 89, 68, 99, 101, 85, 109, 66, 88
15	CCN(CC)CCCOc1ccc2c(c1)O/C(=C\c1cccc(OC)c1)C2=O
    93, 95, 72, 50, 74, 54, 87, 52, 93

# Given with bars between the fields: entries from further up
no. | Structure | SNB-19 | COLO 205 | SNB-75 | HT29 | SW-620 | HCT-15 | HCC-2998 | HCT-116 | KM12
9 | CC(=O)NNC(=S)/N=C/c1c(C)[nH]n(-c2ccccc2)c1=O | 99 | 109 | 89 | 105 | 96 | 109 | 105 | 98 | 99
10 | Cc1cc(N(CCCNc2ccnc3cc(Cl)ccc23)Cc2ccc3c(c2)OCO3)nc(N2CCOCC2)n1 | 32 | -54* | 61 | 3.2* | 12 | 4.7* | 26 | 3.5* | 41
11 | CSc1nc(-c2cnccn2)cc(-c2cccs2)c1C#N | 77 | 105 | 77 | 102 | 92 | 80 | 104 | 90 | 86

# Returning to the listing; the 4 compounds before the break are reprinted first.
# Results follow in this order: SNB-19, COLO 205, SNB-75, HT29, SW-620, HCT-15, HCC-2998, HCT-116, KM12
12	CC(=O)N1N=C(c2ccc(Oc3nnnn3-c3ccccc3)cc2)OC1c1ccc(Cl)cc1 (centres undefined)
    92, 116, 77, 97, 113, 86, 100, 85, 97
13	C#CCNC(=O)[C@@]1(C)CC[C@]2(C)CC[C@]3(C)C(=CC[C@@H]4[C@@]5(C)Cc6c([nH]c7ccccc67)C(C)(C)[C@@H]5CC[C@]43C)[C@H]2C1
    93, 103, 108, 92, 98, 84, 96, 77, 94
14	COc1ccc(C(=O)/C=C/c2c(C)nn(-c3ccccc3)c2/N=C/N(C)C)cc1
    84, 89, 68, 99, 101, 85, 109, 66, 88
15	CCN(CC)CCCOc1ccc2c(c1)O/C(=C\c1cccc(OC)c1)C2=O
    93, 95, 72, 50, 74, 54, 87, 52, 93
16	O=S(=O)(O)c1cc(O)c2ccc(Nc3ccc4c(O)cc(S(=O)(=O)O)cc4c3)cc2c1
    105&96, 121&113, 99&83, 97&104, 102&108, 103&95, 106, 99&87, 104&108
17	COc1cc(C2NC(=O)c3ccccc3N2)ccc1OCCCCCOc1c(OC)cc(C2=NOC(c3cc(OC)c(OC)c(OC)c3)C2)cc1OC (centres undefined)
    80, 108, 101, 94, 93, 73, 81, 60, 91
18	COc1cc2cc(c1Cl)N(C)C(=O)C[C@H](OC(=O)[C@H](C)N(C)C(C)=O)[C@]1(C)O[C@H]1[C@H](C)[C@@H]1C[C@@](O)(NC(=O)O1)[C@H](OC)C=C/C=C(\C)C2
    14, -51*, -49*, -29*, 27, -14*, -32*, -19*, -42*
19	COC(=O)c1nnn(-c2ccc(S(N)(=O)=O)cc2)c1C(=O)c1ccc(OC)cc1
    ·, 118, 95, 114, 100, 100, 109, 93, 100
20	COC(=O)C1(CC(=O)CC(=O)CC2(C(=O)OC)NC(=S)NC(=O)C2C#N)NC(=S)NC(=O)C1C#N (centres undefined)
    104, 115, 107, 106, 103, 107, 116, 102, 105
21	Fc1cc(-c2n[nH]c(=S)n2/N=C/c2ccc(Cl)cc2)c(Cl)cc1Cl
    94, 115, 68, 117, 95, 95, 103, 93, 79
22	CC1(C)O[C@@H]2[C@H]([C@H](O)CO)OC(=C(c3ccccc3)c3ccccc3)[C@@H]2O1
    120, 127, 112, 114, ·, 120, ·, 97, 96
23	N#C/C(C(=O)c1ccccc1)=C1/C(=O)Nc2ccccc21
    99, 105, 67, 102, 96, 106, 112, -50*, 100
24	COc1ccc(OC)c(-c2cc(-c3nc(OC)nc(OC)n3)on2)c1
    91, ·, 94, 104, 100, 94, 103, 96, 105
25	COc1ccc(-c2cnc3ccnn3c2-c2cc(OC)c(OC)c(OC)c2)cc1
    56, -31*, 5.6*, 9.0*, 16, 28, 81, 28, 16
26	CC(C(=O)O)N1C(=O)c2ccccc2C1=O (centres undefined)
    112, 114, 107, 100, 111, 102, 96, 94, 106
27	O=C(OC1OC(COCc2ccccc2)C(OCc2ccccc2)C1OCc1ccccc1)c1ccc([N+](=O)[O-])cc1 (centres undefined)
    82, 107, 89, 84, 86, 84, 101, 74, 101
28	COc1ccc(Cc2cc(-c3ccccc3)nn(CC(=O)c3ccccc3)c2=O)cc1OC
    92, 114, 77, 101, 103, 94, 100, 87, 108
29	C[C@@H]1CN2CN(c3ccc(C(=O)O)c(O)c3)CN3C2C2N(C[C@@H]3C)CN(c3ccc(C(=O)O)c(O)c3)CN21 (some centres undefined)
    103, 108, 86, 110, 99, 106, 114, 104, 107
30	CCOC(=O)c1c(C)[nH]c(C)c(C(=O)OCC)c1=O
    99, 118, 90, 113, 105, 102, 101, 110, 109
31	Nc1c(C(=O)c2ccc(Cl)cc2)sc(S)c1-c1nc2ccccc2s1
    99, 110, 75, 109, 101, 107, 111, 94, 101
32	O=C(CCc1nnc2sc(-c3ccccc3)nn12)c1nc2ccccc2[nH]1
    104, 114, 84, 62, 123, 99, 104, 72, 100
33	O=c1ccnc(Nc2ccc(Cl)cc2)[nH]1
    99, 107, 103, 107, 109, 100, 104, 97, 108
34	CC1CC2NN(C(N)=S)C(=N)C2(C#N)C1(C#N)C#N (centres undefined)
    114, 115, 105, 82, 103, 108, 90, 88, 98
35	CCOc1ccccc1/C=N\NC(=O)CCCCC(=O)N/N=C\c1ccccc1OCC
    94, 108, 82, 114, 101, 94, 83, ·, 92
36	COC(=O)c1sc(C(=O)c2ccccc2)c(C#N)c1N
    101, 114, 97, 99, 109, 102, 96, 99, 93
37	O=c1[nH]c(=O)n(C2OC(CF)C(O)C2O)cc1Br (centres undefined)
    102, 141, ·, ·, 116, 114, 142, 113, 109
38	CN(C)C(=O)C(CCN1CCC(O)(c2ccc(Cl)cc2)CC1)(c1ccccc1)c1ccccc1
    94, 37, 69, 35, 88, 66, 68, 54, 92
39	COc1ccc2c(c1)OC13Oc4cc(OC)ccc4C=C1CCCCC3=C2
    106, 101, 90, 71, 91, 93, 98, 73, 95
40	CCCCC(C)NC=O (centres undefined)
    98, 105, 108, 97, 99, 115, 114, 101, 96
41	NNC(=O)c1ccccc1Nc1ccnc(C(F)(F)F)c1
    100, 102, 86, 107, 106, 99, ·, 66, 100
42	C[N+]1(CCC2CCCCC2)CCOCC1
    110, 91, 95, 98, 91, 99, 95, 92, 99
43	Cc1c(O)cc(O)c(C2(c3c(O)cc(O)c(C)c3O)OC(=O)c3ccccc32)c1O
    103, 110, 91, 104, 103, 112, 115, 108, 102
44	O=C(OC(=O)c1cccc2ccccc12)c1cccc2ccccc12
    ·, 117, 83, 109, 98, 106, 109, 99, 101
45	O=S(=O)(NC1CCCCC1)c1ccc2c(c1)C(Br)c1cc(S(=O)(=O)NC3CCCCC3)ccc1-2
    98, 122, 116, 111, ·, 105, 114, 109, 104
46	O=C(O)c1cnc2ccc(Cl)cc2n1
    104, 118, 91, 95, 106, 98, 103, 113, 111
47	CC(=O)N1c2ccccc2-n2cccc2C1c1ccc2c(c1)OCO2 (centres undefined)
    97, 103, 80, 105, 98, 87, 96, 87, 85
48	CC(=C/c1ccccc1)/C=N/N=C(N)N
    99, 95, 76, 74, 66, 87, 86, 97, 62
49	COc1cc(Br)cc2c1OC1(CCN(C)CC1)N1N=C(c3ccc(F)cc3)CC21 (centres undefined)
    103, 107, 79, 100, 90, 106, 104, 96, 101
50	O=C(CCc1n[nH]c(=S)o1)c1nc2ccccc2[nH]1
    101, 112, 99, 102, 108, 120, 105, 103, 111
51	COc1ccc(-c2oc(=O)ccc2C#Cc2cc(OC)c(OC)c(OC)c2)cc1O
    84, 94, 26, 67, 65, 66, 340, 48, 59
52	CC(=O)OCC1OC(Oc2ccc(C(=O)C(=O)N3CCCC3)cc2)C(OC(C)=O)C(OC(C)=O)C1OC(C)=O (centres undefined)
    100&89, 124&104, 98&94, 107&107, 108, 95&105, 103, 99&100, 105&89
53	CCN(CC)CC#CCOC(=O)[C@]1(C)CCC[C@@]2(C)[C@H]1CC(C=O)=C1C=C(C(C)C)CC[C@@H]12
    77, 44, ·, 9.0*, 57, 41, 95, 36, 55
54	C=C1C(=O)O[C@H]2[C@H]1CC/C(COC(=O)NCCCCNC(=O)OC/C1=C/CC[C@@]3(C)O[C@H]3[C@H]3OC(=O)C(=C)[C@@H]3CC1)=C\CC[C@@]1(C)O[C@@H]21
    91, -43*, 50, 5.4*, -28*, 82, 89, -65*, 88
55	N#CCCN(CCc1ccccc1)C(=O)C(Cl)Cl
    109, 123, 95, 110, 108, 103, 97, 106, 108
56	COc1ccc(C2C=C(c3ccc(N)cc3)N=C3SC=CN32)cc1OC (centres undefined)
    102, 114, ·, 103, 112, 101, ·, 107, 99
57	COC(=O)c1cc2c(/C=C3/NC(=S)NC3=O)coc2n1C
    101, 98, 79, 116, 97, 90, 103, 97, 96
58	CCCCS(=O)(=O)Nc1ccc(C(=O)NN)c(Cl)c1
    95, 105, 89, 98, 94, 105, 101, 108, 97
59	N#Cc1cnc(OC2CC(N)C2)nc1-n1cnc2ccccc21 (centres undefined)
    108, 102, 78, 93, 107, 99, 104, 92, 91
60	O=C1c2ccccc2N=C(N/N=C/c2ccc(F)cc2)[C@@H]2CCCN12
    96, 111, 87, 104, 100, 103, 115, 99, 102
61	O=C(O)c1cc(NCc2cccc(Cl)c2)ccc1N1CCOCC1
    99, 117, 93, 111, 113, 105, 99, 89, 96
62	Cc1cc(C)c(N2C(=O)CC(Nc3cccc(Cl)c3Cl)C2=O)c(C)c1 (centres undefined)
    92, 102, 108, 111, 107, 102, 101, 108, 105
63	C[N+](C)(C)CCCCCC[N+](C)(C)C
    110&112, 102&102, 84&103, 97&104, 112&110, 105&106, 104&103, 102&100, 99&111
64	COc1cc(NCC(=O)Nc2cc(Nc3ccccc3F)ncn2)c(Cl)c(OC)c1Cl
    71, 100, 88, 75, 91, 102, 96, 22, 99
65	CCCCC(=O)OC(C)COc1ccccc1Cl (centres undefined)
    101, 101, 93, 76, 103, 104, 98, 84, 98
66	O=C1CSC(c2ccccc2Cl)N1c1nnc(-c2ccncc2)o1 (centres undefined)
    ·, ·, 95, 98, 100, 98, 98, 85, 105
67	N[C@@H](Cc1cn(-c2ccccc2O)nn1)C(=O)O
    99, 109, 88, 102, 96, 103, 104, 105, 102

# Reprinted at random: two compounds from above, in no set order.
# Results follow in this order: SNB-19, COLO 205, SNB-75, HT29, SW-620, HCT-15, HCC-2998, HCT-116, KM12
67	N[C@@H](Cc1cn(-c2ccccc2O)nn1)C(=O)O
    99, 109, 88, 102, 96, 103, 104, 105, 102
66	O=C1CSC(c2ccccc2Cl)N1c1nnc(-c2ccncc2)o1 (centres undefined)
    ·, ·, 95, 98, 100, 98, 98, 85, 105
